ALDH1A1 block: qHTS Assay for Inhibitors of Aldehyde Dehydrogenase 1 (ALDH1A1); Aldehyde dehydrogenase 1A1 (Homo sapiens), P00352; Purified ALDH1A1, NADH fluorescence, propionaldehyde substrate; Potency, µM (titrated, usually from 75.3 µM), without a hit: top-dose activity, negative = inhibition, hits mostly inhibitors; hit rate 7.3% among 220,000; AID 1030, 2008; active = well fitted inhibition curve with a large enough effect, not every such curve was filed as active; inconclusive = small, poorly fitted or top-dose-only effect, or another doubt; inactive = no such curve, though single readings can be large or run the other way;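 also: plate controls were no enzyme wells and a reference inhibitor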
Target sequence (P00352 whole entry, looked up): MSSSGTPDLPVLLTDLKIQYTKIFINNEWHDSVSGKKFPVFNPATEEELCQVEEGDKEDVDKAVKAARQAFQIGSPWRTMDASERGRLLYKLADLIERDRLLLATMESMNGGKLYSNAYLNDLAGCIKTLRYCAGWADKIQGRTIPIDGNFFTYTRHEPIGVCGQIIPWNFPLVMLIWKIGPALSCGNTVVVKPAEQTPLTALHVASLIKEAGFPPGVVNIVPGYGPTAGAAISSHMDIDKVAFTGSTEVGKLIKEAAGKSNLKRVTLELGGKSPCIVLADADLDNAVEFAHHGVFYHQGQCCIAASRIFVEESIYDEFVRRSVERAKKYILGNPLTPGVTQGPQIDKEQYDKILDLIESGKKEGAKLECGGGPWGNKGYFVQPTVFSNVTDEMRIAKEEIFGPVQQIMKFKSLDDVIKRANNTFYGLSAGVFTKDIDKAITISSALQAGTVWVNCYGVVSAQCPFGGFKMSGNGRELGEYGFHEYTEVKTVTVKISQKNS
GAA glycogen mod: qHTS Assay for Inhibitors and Activators of Human alpha-Glucosidase Cleavage of Glycogen; AID 2100, 2009; recombinant GAA, glycogen substrate, Amplex Red glucose oxidase fluorescence; hit rate 0.38% among 300,000; Potency, µM (top dose mostly 76.4 µM), for the others: at the top dose activity change, negative = inhibition, hits mostly inhibitors;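 also: 0% = full enzyme reaction and -100% = no-enzyme basal signal; the screen sought inhibitors and activators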
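qHTS, 1536-well; enzyme 4 nM final; cpd up to 77 uM; substrate bovine liver glycogen 30 ug; 50 mM citrate/phosphate pH 5.0, 0.01% Tween-20; 37 C, 40 min; Amplex Red detection 45 min RT; Hill fit → AC50.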
GAA spleen mod: qHTS Assay for Inhibitors and Activators of Human alpha-Glucosidase From Spleen Homogenate. human spleen homogenate, 4-MU-alpha-glucoside fluorescence. Potency, µM (series often up to 79.9 µM), inactives show at the highest dose activity change, negative = inhibition, usual class: inhibitors. hit rate 0.006% among 240,000. AID 2112, 2009;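 also: 0% = enzyme with vehicle and -100% = no enzyme basal signal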
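Compounds were titrated against alpha-glucosidase in spleen homogenate at pH 5.0, with 1 mM 4-methylumbelliferyl substrate for 40 min at 37 C. Reactions were quenched with pH 10 NaOH/glycine and fluorescence measured.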
aGal spleen mod: qHTS Assay for Inhibitors and Activators of Human alpha-Galactosidase From Spleen Homogenate | human spleen homogenate, 4MU-alpha-Gal fluorescence, 40 min | hit rate 0.008% among 240,000 | Alpha-galactosidase A (Homo sapiens), P06280 | Potency, µM (highest dose often 80 µM), inactives show at the top dose activity change, negative = inhibition, most hits filed as inhibitors;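 also: 0% = enzyme with vehicle and -100% = no enzyme basal signal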
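qHTS titration in buffer at pH 5.0. Alpha-galactosidase activity in spleen homogenate was measured via 4-methylumbelliferone release from 1 mM fluorogenic substrate after 40 min at 37C and a pH 10 stop. AC50 came from Hill fits of control-normalized data.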
Epigenetic derep: Quantitative High-Throughput Screen for Regulators of Epigenetic Control; murine LDR cells, GFP reporter derepression, 30 h; Potency, µM (top dose mostly 53.9 µM), without a hit: at the top dose GFP activation, actives largely listed as activators; hit rate 0.2% among 280,000; also: % of control where 0% means no effect; nearly all actives have a fitted effect of over 60% in size
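In this reporter-derepression format, murine cells bearing a silenced integrated CMV-GFP locus incubate with test compound (30 h, 37 C), then are washed and imaged; fluorescent objects of 20–120 um count as induced cells.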
Tau fluor cs: Counterscreen qHTS for Inhibitors of Tau Fibril Formation, Fluorescence Polarization; hit rate 0.93% among 280,000; Potency, µM (titrated, usually from 57.7 µM), without a hit: at the highest dose activity change, negative = decrease; tau K18 P301L (four-repeat tau fragment) Alexa594 fluorescence, heparin fibrillization; also: % is scaled to controls: 0 for no effect and ±100 for the full control effect; nearly all actives have a fitted effect of over 55% in size
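Human K18 P301L tau (15 uM unlabeled plus 0.24 uM Alexa 594-labeled, final) in 100 mM sodium acetate pH 7 was mixed with compound and 20 uM heparin and incubated 6 hr at 37 C.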
NPSR antag: qHTS Assay for Antagonists of the Neuropeptide S Receptor: cAMP Signal Transduction. CHO-NPSR cells, cAMP TR-FRET, antagonist mode. Potency, µM (highest dose often 38.3 µM), without a hit: at the top dose activity change, negative = inhibition, actives largely listed as inhibitors. AID 1461, 2008. hit rate 1% among 220,000; also: % is scaled to controls: 0 for no effect and ±100 for the full control effect; nearly all actives have a fitted effect of over 50% in size; many of its hits are not listed in these tables
Target sequence (Q6W5P4 whole entry, looked up): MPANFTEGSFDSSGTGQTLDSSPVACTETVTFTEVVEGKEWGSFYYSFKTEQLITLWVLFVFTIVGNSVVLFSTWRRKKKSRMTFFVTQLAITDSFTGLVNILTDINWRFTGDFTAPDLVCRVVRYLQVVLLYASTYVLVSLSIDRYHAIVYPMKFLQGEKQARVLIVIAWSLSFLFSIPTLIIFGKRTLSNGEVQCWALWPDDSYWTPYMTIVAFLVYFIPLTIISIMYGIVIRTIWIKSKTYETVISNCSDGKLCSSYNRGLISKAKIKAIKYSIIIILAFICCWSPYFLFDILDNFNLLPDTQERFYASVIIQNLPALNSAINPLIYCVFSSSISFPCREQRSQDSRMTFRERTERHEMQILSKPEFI
GAA inhib: qHTS Assay for Inhibitors of Human alpha-Glucosidase as a Potential Chaperone Treatment of Pompe Disease; AID 1466, 2008; hit rate 0.005% among 200,000; purified human GAA, 4-MU-alpha-glucoside fluorescence; Potency, µM (titrated, usually from 76.9 µM), without a hit: at the highest dose activity change, negative = inhibition, usual class: inhibitors;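 also: plate controls were uninhibited enzyme wells for no effect and no-enzyme background for full effect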
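Compounds are titrated up to 77 uM against 4 nM human enzyme. Substrate 4-methylumbelliferyl-alpha-D-pyranoside (400 uM) reacts 20 min at room temperature in pH 5.0 buffer; liberated 4-methylumbelliferone is read at 440 nm.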
* hit, by the source's call; ? = inconclusive; nt = no result given; & = joins results of further samples; [ ] = dose if it differs, or a comment. Unless noted, calls follow the shape of the dose curve; as a rule, active = well fitted curve in the direction sought with a large enough effect; inconclusive = small, poorly fitted or top-dose-only effect, or another doubt; inactive = no such curve, though single readings can be large; an effect the other way counts as inactive or inconclusive. Potency is read from the fitted curve at half-maximal effect.

The line under a structure holds: ALDH1A1 block	GAA glycogen mod	GAA spleen mod	aGal spleen mod	Epigenetic derep	Tau fluor cs	NPSR antag	GAA inhib
Cc1ccc(-c2noc(N=O)c2NO)cc1
 : nt	-4%	3%	3%	?	-13%	?	nt
O=C(Cc1ccc([N+](=O)[O-])cc1)Nc1cccnc1
 : ?	8%	1%	4%	3.2%	-8%	-12%	4%
COc1ccc(Cl)cc1C(=O)NNC(=S)NC1CCCC1
 : -3%	3%	-6%	-7%	-1.0%	-10%	-5%	7%
Cc1nc(N2CCN(S(=O)(=O)c3ccc(F)cc3)CC2)c2c(C)c(C)sc2n1
 : 20%	-8%	2%	1%	1.0%	0%	-14%[46.1 µM]	-5%[15.4 µM]
CSC1=NCCN1C(=O)c1ccc2ccccc2c1
 : nt	-12%	7%	2%	-1.7%	-2%	9%	nt
COc1ccc(OCc2n(CC(=O)OC3CC(C)CCC3C(C)C)c3ccccc3[n+]2C)cc1 (configuration not stated)
 : nt	-4%	-25%	?	-3.8%	0%[0.0958 µM]	10µM*	nt
Cc1ccc(-c2c(C#N)c(N)n(-c3ccccc3)c(=O)c2C#N)cc1
 : 14%	-14%	3%	-12%	-2.3%	-3%	-8%[46.1 µM]	-3%
COc1ccc2c(=O)c(-c3nc(C)cs3)coc2c1
 : 8%	-2%	-12%	3%	-16%	1%	-12%[46.1 µM]	-1%
CC(=O)c1ccc(NC(=O)Nc2ccc([N+](=O)[O-])cc2C)cc1
 : 9%	4%	-1%	-5%	1.0%	?	2%	1%
COc1ccc(S(=O)(=O)Nc2ccc3c(c2)OCCO3)cc1Cl
 : ?	-4%	-6%	-2%	-2.1%	-19%	-19%[46.1 µM]	?
O=C(NC(=S)NCc1ccccc1)c1ccc2c(c1)OCO2
 : ?	-16%	2%	-1%	-1.0%	?	-20%	4%
CCN(CC)S(=O)(=O)c1cc(C(=O)Nc2ccccn2)ccc1C
 : -4%	-3%	-2%	0%	-1.9%	-4%	8%[46.1 µM]	-7%
O=C(NCCc1ccc2c(c1)OCO2)C1CCN(S(=O)(=O)c2ccc(Cl)cc2)CC1
 : -13%	5%	-5%	-7%	13%	-3%	-18%[46.1 µM]	7%
O=C(NC(=O)c1ccccc1)NC1(C(F)(F)F)OCCO1
 : 7%	-10%	-2%	0%	-2.9%	-4%	17%[46.1 µM]	?
O=C(N/N=C1/C[C@@H](O)[C@@H](O)[C@@H]2[C@@H]3C(=O)N(Cc4ccc5c(c4)OCO5)C(=O)[C@H]3CC[C@H]12)OCc1ccccc1
 : -4%[13.5 µM]	nt	1%[17.4 µM]	-3%[17.5 µM]	1.1%[10.1 µM]	-4%[11.6 µM]	nt	nt
Cc1ccc(CN2CCc3[nH]c(=O)[nH]c(=O)c3C2)cc1
 : ?	18%	2%	6%	11%	-1%	19%	?
CCOc1ccc(C(=O)NC(=S)Nc2ccccc2N2CCOCC2)cc1Br
 : 4µM*	-4%	-4%	-1%	1.0%	-27%	-24%	11%
CCN(C)c1ccc(/C=N\n2nnnc2N)cc1
 : ?	0%	-9%	8%	0.9%	0%	-8%[46.1 µM]	1%
Cc1ccc(S(=O)(=O)N2CCCCC2)cc1NC(=O)Cn1ccc(C(F)(F)F)n1
 : 4%	-8%	1%	-6%	3.5%	-10%	-2%	1%
CCCCOc1ccc(NC2=NC3(CCCCC3)N=C(N)N2)cc1
 : 8%	9%	-14%	-8%	0.0%	-24%	-15%[46.1 µM]	-9%
Cc1nc2c(C)c(C)c(C)c(C)c2nc1C
 : 7%	-8%	6%	-10%	-3.2%	-8%	-24%	-1%
CC(=O)N1CCN(C(=O)CCc2nnc(CCCCc3ccccc3)o2)CC1
 : 6%	19%	-12%	-4%	0.0%	8%	-16%	2%
COc1ccc(NS(=O)(=O)/C=C/c2ccccc2)cc1
 : 2.5µM*	-2%	0%	-6%	-1.9%	-17%	15%	-6%
CC(=O)c1cc(-c2ccccc2)n(CC(=O)N2CCC(N3CCCCC3)CC2)c1C
 : 2%	2%	2%	-1%	-1.1%	0%	7%[46.1 µM]	?
COC(=O)c1c(NC(=O)CCC(=O)O)sc2c1CCCCC2
 : -11%	-3%	-3%	-1%	-0.1%	1%	-5%	7%
COc1cc(C(CCN2CCCCC2)c2c(OC)cc(OC)c3c(-c4ccccc4)cc(=O)oc23)cc(OC)c1OC (configuration not stated)
 : nt	-1%	-3%&4%	-2%&5%	3.5%	14%	-48%	nt
COCCNC(=O)C1CC(=O)N(CCc2ccccc2)C1 (configuration not stated)
 : 11%	4%	-2%	-1%	-0.9%	4%	3%[46.1 µM]	1%
COc1cc(/C=N/NC(=O)CCc2n[nH]c(=O)[nH]c2=O)ccc1O
 : 10%	?	-12%	5%	-1.0%	5%	11%	-5%
O=C1CC(C(=O)Nc2ccc(O)c(C(=O)O)c2)C(c2ccccc2)O1 (configuration not stated)
 : ?	5%	-25%	-2%	-1.1%	-1%	-3%[46.1 µM]	-4%
O=C(N/N=C/c1cc([N+](=O)[O-])ccc1O)C1CC1
 : nt	7%	-2%	-3%	1.6%	-8%	-9%	nt

Single records, from the list above. Values in the order: ALDH1A1 block	GAA glycogen mod	GAA spleen mod	aGal spleen mod	Epigenetic derep	Tau fluor cs	NPSR antag	GAA inhib
Profile of O=C(N/N=C1/C[C@@H](O)[C@@H](O)[C@@H]2[C@@H]3C(=O)N(Cc4ccc5c(c4)OCO5)C(=O)[C@H]3CC[C@H]12)OCc1ccccc1 → -4%[13.5 µM]	nt	1%[17.4 µM]	-3%[17.5 µM]	1.1%[10.1 µM]	-4%[11.6 µM]	nt	nt
Profile of Cc1ccc(-c2noc(N=O)c2NO)cc1 → nt	-4%	3%	3%	?	-13%	?	nt

Further compounds.
The line under a structure holds: ALDH1A1 block	GAA glycogen mod	GAA spleen mod	aGal spleen mod	Epigenetic derep	Tau fluor cs	NPSR antag	GAA inhib
CCCc1n[nH]c2c1/C(=N\OCC)CC(C)(C)C2
 : -10%	3%	-1%	4%	1.1%	-9%	17%	?
Cc1ccsc1C1Nc2ccccc2-c2nc3ccccc3n21 (configuration not stated)
 : ?	-2%	0%	7%	2.1%	?	24%	?
COc1ccc(C(=O)C2CCCN(C(=O)c3cccs3)C2)cc1F (configuration not stated)
 : ?	-6%	7%	-8%	3.2%	-5%	8%	1%
COc1ccccc1CNC(=O)c1csc2c1CCCC2
 : -2%	-4%	5%	-4%	3.4%	-14%	-12%	-1%
Cn1c(=O)cc(OCC(=O)N2CCN(c3cccc(C(F)(F)F)c3)CC2)c2ccccc21
 : 3%	5%	4%	3%	4.2%	4%	7%	5%
CCCc1cc(=O)oc2c(C)c(OCC(=O)c3ccc(N4CCCC4)cc3)ccc12
 : 3%	-4%	-7%	3%	-2.0%	-6%	0%[46.1 µM]	2%
CCOC(=O)c1c(C)[nH]c(C)c1C(=O)COC(=O)c1ccc(OC)c(OC)c1
 : 4%	6%	8%	11%	-1.7%	-12%	1%	-2%
CN(C)c1ccc(C(CNC(=O)c2ccc(C#N)cc2)c2c[nH]c3ccccc23)cc1 (configuration not stated)
 : 14µM*	-18%	-1%	-18%	-0.4%	14µM*[quencher]	-24%	-6%
O=C(N/N=C/C1C(c2ccccc2)C1(Cl)Cl)c1cccc(Br)c1 (configuration not stated)
 : 11µM*	-10%	-7%	-4%	1.2%	-16%	-17%[46.1 µM]	3%
O=c1cc(-c2ccccc2Cl)oc2ccc([N+](=O)[O-])c(O)c12
 : 14%	5%	3%[119 µM]	0%[119 µM]	0.7%&12%	-18%[81.3 µM]	-23%	-3%
O=C(CCc1nnc(-c2ccc3c(c2)OCO3)o1)NC(c1cccnc1)C(F)(F)F (configuration not stated)
 : 4%	-29%	-3%	-5%	-1.1%	3%	21%	4%
COCCNC(=O)CN(c1ccc(OC)c(OC)c1)S(=O)(=O)c1ccc(C)cc1
 : 11%	8%	-13%	2%	-1.3%	-5%	-10%[46.1 µM]	10%
CCOc1ccccc1N1CCN(CC(=O)NC(=O)NCc2ccco2)CC1
 : -4%	2%	2%	-3%	-1.2%	3%	-1%	0%
Cc1ccc2cc(S(=O)(=O)NCCC(=O)O)ccc2c1
 : ?	-3%	-3%	-1%	1.4%	-5%	-19%[46.1 µM]	-14%
CC1CCN(S(=O)(=O)c2ccc(C(=O)Nc3ccccc3-c3nc4ccccc4[nH]3)cc2)CC1
 : ?	-4%	-1%	-20%	0.0%	?	-12%[46.1 µM]	1%
Cc1ccccc1C(=O)NNC(=O)c1cccc([N+](=O)[O-])c1
 : -4%	0%	0%	-1%	9.5%	-17%	4%	-5%
COc1cccc2c(=O)c(C(=O)O)c[nH]c12
 : ?	1%	0%	7%	-3.5%	-4%	-10%[46.1 µM]	-10%
CCN(CC(=O)NC(C)(C)C)C(=O)c1ccc2c(c1)S(=O)(=O)c1ccccc1C2=O
 : -9%	-8%	-7%	0%	1.0%	-7%	20%	1%
Cc1cc(Cl)ccc1OCC(=O)NCCOC(=O)Nc1sc(=S)n(C)c1C
 : 7%	?	6%	2%	-0.1%	-20%	1%	-13%
Cc1cc([N+](=O)[O-])nn1CC(=O)c1ccccc1
 : 2%	9%	1%	-4%	-2.9%	-12%	4%	9%
CC1(C)CC(=O)c2c(n(S(=O)(=O)c3ccccc3)c3ccc(NS(=O)(=O)c4ccccc4)cc23)C1
 : ?	-6%	-9%	-1%	0.0%	-20%	-22%[46.1 µM]	-16%
CN(O)/C=c1/ccc2c(n1)C(=O)C=CC=2
 : -2%	-12%	-1%	-5%	0.0%	-11%	-9%[46.1 µM]	-7%
CCn1c(-c2cccc(Cl)c2)n[nH]c1=S
 : ?	-12%	3%	-5%	-1.0%	-2%	17%[46.1 µM]	3%
COc1ccc(CCN2C(=O)C3C4CCC(C4=C(C)C)C3C2=O)cc1OC (configuration not stated)
 : 13µM*	-2%	-10%	6%	1.6%	-14%	7%	3%

Assay outcomes from PubChem.

Only part of the results is shown (hit frequency here may not be typical).
